Screens deposited in PubChem BioAssay by several laboratories.
HT29 cell growth-1 = HT29 colon tumor cell growth inhibition, primary screen, imaging, high content imaging, 48 h, CellTiter-Glo (AID 771) | growth inhibition, % at 10 µM | HT29 cell growth, HCS imaging cell count, 48 h; active compounds read high | hit rate 2% among 3,300;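 active means growth inhibition above 90%, meaning viable cell count by imaging cut by more than 90% versus vehicle controls; inactive means growth inhibition below 90%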;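 further: percent fewer viable cells counted by imaging than vehicle controls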
HT29 cell growth-2 = HT29 colon tumor cell growth inhibition, primary screen, imaging, high content imaging, 24 h, CellTiter-Glo (AID 770); growth inhibition, % at 10 µM; 3,300 tested, under 10 active; HT29 cell number by imaging, 24 h; active compounds read high;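 active means growth inhibition above 90% in viable cell count at a single dose; inactive means growth inhibition below 90%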
AID772 = HT29 colon tumor cell growth inhibition, primary screen, imaging, high content imaging, 72 h, CellTiter-Glo (AID 772); HT29 cell growth, HCS imaging cell count, 72 h; active compounds read high; growth inhibition, % at 10 µM; hit rate 0.6% among 3,300;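 active means growth inhibition above 90%, meaning viable cell count cut by more than 90% versus vehicle controls; inactive means growth inhibition below 90%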
AID364 = cytotoxicity toward Jurkat T cells, primary screen, cell-based, Jurkat E6.1, NIH starter set (AID 364). Jurkat E6.1 viability, ATP luminescence, 48 h; higher % means a stronger effect. hit rate 2% among 3,300. inhibition, % at 4 µM, or CC50 in µM where a hit was titrated;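 active means concentration giving half-maximal inhibition at or below 20 micromolar; inactive means half-maximal concentration above 20 micromolar, or not dose tested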;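 further: 100% = cells treated with 4 µM doxorubicin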
A549 NSCLC growth = A549 NSCLC cell proliferation inhibitors – ATP luminescence, human non-small cell lung line, primary screen (AID 371). hit rate 8.4% among 3,300. A549 growth inhibition, ATP luminescence; active compounds read high. growth inhibition, % at 10 µM;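 active means mean growth inhibition over the two runs of 50% or more; inactive means mean growth inhibition under 50%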;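 further: compound exposure lasted 72 h before the ATP read; 0% = untreated cell signal and 100% = no luminescence left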
HT29 cell growth-2 condensed nuclei = recorded beside HT29 cell growth-2, whose call it bears; condensed nuclei, %; measured here: percent cells with condensed nuclei;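 share of cells whose nuclear area falls below control median minus 1.5 SD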
HT29 cell growth-2 ATP viability = also measured in HT29 cell growth-2; calls as there; growth inhibition, %; measured here: ATP CellTiter-Glo viability
HT29 cell growth-1 condensed nuclei = second read-out of HT29 cell growth-1, no call of its own (marks repeat the call); condensed nuclei, %; measured here: percent cells with condensed nuclei;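 condensed means Hoechst nuclear area under control median minus 1.5 SD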
HT29 cell growth-1 ATP viability = further read-out of HT29 cell growth-1, marked with its call; growth inhibition, %; measured here: ATP CellTiter-Glo viability inhibition
AID772 condensed nuclei = further read-out of AID772, marked with its call; condensed nuclei, %; measured here: percent cells with condensed nuclei;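 condensed means nuclear area below control median minus 1.5 SD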
AID772 second = also measured in AID772; calls as there; growth inhibition, %; measured here: ATP CellTiter-Glo viability
An asterisk follows results filed as active; nt = not tested or not shown.

Every second line gives: HT29 cell growth-2 condensed nuclei	AID364	HT29 cell growth-1 condensed nuclei	AID772 second	HT29 cell growth-1 ATP viability	AID772	HT29 cell growth-1	HT29 cell growth-2	AID772 condensed nuclei	A549 NSCLC growth	HT29 cell growth-2 ATP viability
1	COc1ccc(CNC(=O)[C@H](C)NC(=O)C2CCN(S(=O)(=O)c3ccc(C)cc3)CC2)cc1
→ 4.4	1%	4.2	-53	-13	-29	25	-1	1	0	-14
2	CCOC(=O)c1c(CN2CCN(CCO)CC2)n(C)c2cc(Br)c(OC)cc12
→ 3.6	4%	2.0	-27	-8	-78	-20	-30	4	84*	-15
3	Cn1c(OCc2cccnc2)nc2c1c(=O)n(Cc1ccc(Br)cc1)c(=O)n2C
→ 4.6	7%	1.8	-36	6	-14	9	-21	3	43	-8
4	CC(C)NC(=O)N1CCOCCOCCN(C(=O)NC(C)C)CCOCCOCC1
→ 12	0%	8.4	-58	20	-18	42	-55	1	6	-19
5	COC(=O)CN(c1nc(C)cc(OC)n1)S(=O)(=O)c1ccccc1
→ 3.9	6%	2.6	-10	-10	33	3	-33	3	13	2
6	CCOC(=O)c1[nH]c2ccccc2c1NC(=O)CCN1CCN(C(=O)OCC)CC1
→ 2.1	-6%	6.3	34	-7	45	-15	-5	9	1	8
7	COC(=O)CN(c1nc(C)c(Br)c(OC)n1)S(=O)(=O)c1ccc(C)cc1
→ 3.2	-12%	1.9	-46	6	-67	29	-1	1	23	-14
8	O=C(NC1CCCCC1)Nn1c(-c2ccccc2)nc2ccccc2c1=O
→ 3.9	-2%	4.0	3	-4	-3	-84	-4	5	6	-3
9	CCOc1ccc(/C(O)=C2/C(=O)C(=O)N(CCN(C)C)C2c2ccccc2)cc1Cl (stereo unspecified)
→ 4.6	-7%	1.6	-30	-4	-57	34	6	4	-1	-8
10	Cc1sccc1C1C(C#N)=C(N)SC(N)=C1C#N
→ 2.9	1%	1.5	-14	-14	-47	-9	-25	6	0	-7
11	CCN(CC)Cc1c(O)ccc2c(C)c(CC(=O)OC)c(=O)oc12
→ 6.1	-8%	1.3	-25	4	18	36	18	6	1	-4
12	COc1ccccc1-c1nnc2sc(COc3ccccc3)nn12
→ 2.3	-8%	3.7	-67	-13	-71	-3	-27	3	22	-7
13	COc1ccc(-n2c(=O)c3c4c(sc3n3c(C)nnc23)CC(C)CC4)cc1 (stereo unspecified)
→ 2.0	-5%	4.6	-6	-19	8	18	9	11	22	-6
14	COc1cc(-c2nn3c(COc4ccccc4)nnc3s2)cc(OC)c1OC
→ 5.8	-6%	4.4	-68	-24	-89	22	57	3	9	10
15	COc1cccc(C2=CC(c3ccc(N(C)C)cc3)n3nnnc3N2)c1 (stereo unspecified)
→ nt	-10%	40	92	77	69	70	nt	25	59*	nt
16	CN1C(=O)c2ccc(N(C)C)cc2C1=O
→ 1.1	1%	3.2	-6	-20	30	-9	-24	2	1	-7
17	COc1ccc2c(c1)[nH]c1c(=O)n(CC3CCCO3)cnc12 (stereo unspecified)
→ 4.3	1%	9.0	-48	-15	-104	1	27	1	8	7
18	c1ccc2c(c1)CCOC2CNCCCN1CCCCC1 (stereo unspecified)
→ 0.9	-7%	2.6	41	3	60	28	-18	14	6	8
19	CC1(C)CC(=O)C(C=NCCN2CCN(C(=O)C34CC5CC(CC(C5)C3)C4)CC2)=C(O)C1
→ 2.0	-11%	1.2	48	-13	48	12	-33	4	3	1
20	CCCOc1cc(CN2CCCCC2)cc(C(C)=O)c1
→ 1.2	5%	0.7	-29	25	-63	21	22	4	5	10
21	CCn1cc(C(=O)NCc2ccccn2)c(=O)c2cc(F)c(N3CCN(C)CC3)cc21
→ 3.8	-5%	2.9	-19	-2	8	16	-11	4	-1	1
22	Cc1occc(=O)c1OC(=O)Nc1ccccc1
→ 2.3	9%	3.9	-10	-16	-19	-52	-12	15	3	-11
23	COc1cc(NC2=CC(=O)CC(C)(C)C2)cc(OC)c1OC
→ 3.2	-7%	2.2	-12	-5	7	-18	12	4	4	-5
24	CC(=O)N[C@@H](CS)C(=O)O
→ 1.1	-6%	1.8	-12	nt	-34	-24	4	3	6	-29
25	C=CCOc1nc(-c2ccncc2)nc2ccccc12
→ 4.1	5%	0.9	-6	25	-18	11	10	7	19	2
26	COc1ccc(C=NCCCN2CCOCC2)cc1
→ 4.8	-8%	2.4	15	-3	3	-8	-8	13	2	-4
27	O=C(O)C1[C@H]2C(=O)N(Cc3cccs3)C[C@]23C=C[C@H]1O3 (stereo partly specified)
→ 2.7	-6%	3.5	-22	-7	-27	-4	3	1	4	-2
28	Cn1nnnc1SCC1=C(C(=O)O)N2C(=O)[C@@H](NC(=O)[C@H](O)c3ccccc3)[C@H]2SC1
→ 5.3	2%	1.8	-11	nt	-12	-9	14	1	-12	-19
29	CC(NC(=O)NCCCn1ccnc1)(C(F)(F)F)C(F)(F)F
→ 2.7	-9%	1.5	-55	-19	-21	26	-8	6	-1	-19
30	CC(NC(=O)CSc1nnc(COc2ccccc2)o1)c1ccccc1 (stereo unspecified)
→ 4.4	-3%	1.8	-50	-16	-52	-22	2	4	6	-11

(next part)
Every second line gives: HT29 cell growth-2 condensed nuclei	AID364	HT29 cell growth-1 condensed nuclei	AID772 second	HT29 cell growth-1 ATP viability	AID772	HT29 cell growth-1	HT29 cell growth-2	AID772 condensed nuclei	A549 NSCLC growth	HT29 cell growth-2 ATP viability
31	c1ccc(OCc2nn3c(C4CCCCC4)nnc3s2)cc1
→ 2.1	-4%	2.4	-63	-19	-53	31	0	2	20	-3
32	Cc1ccc2[nH]c3c(c2c1)CN(C(=O)CN1CCCc2ccccc21)CC3
→ 4.2	9%	4.1	-80	-21	-39	19	7	9	69*	1
33	CCOC(=O)c1ccc(NC(=O)CCC(CC)C(=O)O)cc1 (stereo unspecified)
→ 1.3	5%	2.9	-23	-40	-27	-40	-22	3	0	-13
34	CC(=O)[C@@]1(O)CC[C@H]2[C@@H]3CCC4=CC(=O)CC[C@]4(C)[C@H]3[C@@H](O)C[C@@]21C
→ 2.4	-1%	1.1	-22	nt	-25	25	-2	4	21	-17
35	c1coc(-c2nnc3sc(C4CCCCC4)nn23)c1
→ 4.8	-2%	3.3	-56	1	-11	5	0	2	22	-7
36	Cc1ccc(S(=O)(=O)/C(C#N)=C/c2c(N3CCN(C)CC3)nc3c(C)cccn3c2=O)cc1
→ 3.2	-4%	0.3	-36	-17	8	10	-17	0	-1	-10
37	O=C(/C=C/c1ccccc1)c1ccccc1
→ 3.0	3%	21	13	nt	-17	19	22	9	24	29
38	OCCN1CCN(CCCN2c3ccccc3Sc3ccc(C(F)(F)F)cc32)CC1
→ 13	-3%	57*	98	nt	63	100*	89	29	92*	60
39	O=C(OCC#CCSc1nnc(-c2ccccc2)o1)c1cccs1
→ 6.4	1%	3.7	6	6	38	4	38	10	13	-3
40	N#C/C(C(=O)NCc1ccccc1)=C1\SC(CCO)C(=O)N1c1ccccc1 (stereo unspecified)
→ 3.9	1%	4.0	32	16	37	30	0	2	1	-2
41	Cc1c(C(=O)O)c(=S)sn1CCOc1ccccc1
→ 4.4	-4%	6.9	-39	0	50	25	-30	4	4	-17
42	O=C(O)C1CCCCN1S(=O)(=O)c1cccc2nsnc12 (stereo unspecified)
→ 4.6	5%	0.8	6	1	25	25	13	6	-1	-4
43	CNC(=O)C1CC(=O)N(Cc2ccccc2)C(=Nc2ccc(OC)cc2)S1 (stereo unspecified)
→ 3.9	-6%	3.0	-18	-3	-4	22	-11	4	8	-9
44	O=c1c(O)c(-c2ccc(O)cc2O)oc2cc(O)cc(O)c12
→ 3.4	-2%	1.6	-31	nt	-66	4	-56	4	4	-30
45	CC(=O)OCC[N+](C)(C)C
→ 4.1	1%	2.0	-30	nt	-31	4	4	2	-6	-27
46	CC1(C)Cc2c(sc3nc4n(c(=O)c23)CCC4)CO1
→ 2.2	-14%	3.3	9	2	22	10	-49	5	1	-4
47	Cc1ccc(N2C(=O)[C@@H]3[C@H](C2=O)C2CCCN2[C@@H]3C(=O)c2ccccc2)cc1 (stereo partly specified)
→ 1.6	-3%	0.4	10	10	62	35	31	5	-6	0
48	O=C(/C=N/O)NCCCN1CCOCC1
→ 3.2	-1%	5.4	-1	2	18	15	18	6	3	-3
49	CC1CN(C2CCN(S(=O)(=O)Cc3ccccc3)CC2)CC(C)O1 (stereo unspecified)
→ 2.2	3%	0.0	-5	10	24	41	16	15	6	0

Not all compounds are listed, so the mix of outcomes need not match the whole.
